PKM2 activator = qHTS Assay for Activators of Human Muscle isoform 2 Pyruvate Kinase; AID 1631, 2009; Potency, µM (titrated, usually from 57.5 µM), without a hit: at the top dose activation, hits mostly activators; purified PKM2, Kinase-Glo ATP luminescence, activation; response scale: 0% is enzyme alone, no compound; actives 0.34% (n = 260,000); Pyruvate kinase PKM (Homo sapiens), P14618; also: potency is read from the fitted curve at half-maximal effect; % is scaled to controls: 0 for no effect and ±100 for the full control effect; nearly all actives have a fitted effect of over 55% in size
Target sequence (P14618 whole entry, looked up, canonical isoform): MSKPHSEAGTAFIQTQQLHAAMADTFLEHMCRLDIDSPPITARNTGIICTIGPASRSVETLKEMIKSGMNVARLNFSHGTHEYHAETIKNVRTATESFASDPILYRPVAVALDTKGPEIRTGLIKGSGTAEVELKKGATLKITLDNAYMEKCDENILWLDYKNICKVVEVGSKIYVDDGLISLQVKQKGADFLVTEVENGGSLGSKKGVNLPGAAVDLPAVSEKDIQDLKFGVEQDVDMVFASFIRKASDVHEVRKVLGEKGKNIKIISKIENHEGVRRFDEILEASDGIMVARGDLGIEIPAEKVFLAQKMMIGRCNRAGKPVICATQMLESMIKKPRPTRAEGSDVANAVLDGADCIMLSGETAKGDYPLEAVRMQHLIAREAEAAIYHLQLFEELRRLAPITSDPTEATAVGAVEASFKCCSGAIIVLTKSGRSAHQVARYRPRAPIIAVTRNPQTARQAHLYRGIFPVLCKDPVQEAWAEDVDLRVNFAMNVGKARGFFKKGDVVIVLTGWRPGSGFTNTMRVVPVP
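Purified hPK-M2 (>95%) run at intermediate activity with 0.1 mM ADP and 0.5 mM PEP in 50 mM imidazole pH 7.2, KCl, MgCl2; 1 h room temperature. ATP formed read by Kinase-Glo luminescence; normalized to uninhibited and no-enzyme controls.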
KCNH2 3.1 block = qHTS for Inhibitors of KCHN2 3.1: Mutant qHTS. Potassium voltage-gated channel subfamily H member 2, brain isoform KCNH2 3.1 (human). U2OS KCNH2 3.1, thallium flux FluxOr; active compounds read low. activity change, % (tested at about 1.8 µM). actives 0.95% (n = 340,000). AID 720553, 2013;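 active = maximum activity change below -70%; inconclusive = maximum activity change from -70% to -50%; inactive = maximum activity change above -50%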;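 also: thallium influx rate constant from kinetic fluorescence after stimulation buffer; % is scaled to controls: 0 for no effect and ±100 for the full control effect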
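U2OS cells transduced with KCNH2 3.1 mutant virus (1.77 x 10^8 /mL, 4 h), plated overnight at 37 C, loaded 45 min with FluxOr dye plus Red40 quencher. Thallium flux rate constant from kinetic reads after stimulation buffer, normalised to controls.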
RORgamma inh = qHTS for inhibitors of ROR gamma transcriptional activity. Nuclear receptor ROR-gamma (Mus musculus), P51450. Drosophila S2 Gal4-RORgamma UAS-luciferase reporter, 20 h. Potency, µM (titrated, usually from 53.6 µM), inactives show at the highest dose activity change, negative = inhibition, hits mostly inhibitors. actives 5.4% (n = 310,000); also: potency is read from the fitted curve at half-maximal effect; % is scaled to controls: 0 for no effect and ±100 for the full control effect; nearly all actives have a fitted effect of over 60% in size
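Compounds are pin-transferred onto Drosophila Schneider cells expressing a copper-inducible Gal4–ROR gamma transactivation domain fusion. After 1 hr, copper sulfate is added to 700 uM final; luciferase is read 20 hr later.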
Rab9 promoter act = qHTS Assay for Rab9 Promoter Activators; actives 2.8% (n = 320,000); Huh7 Rab9 promoter-luciferase reporter, luminescence, 24 h; Potency, µM (top dose mostly 9.22 µM), inactives show at the highest dose activation, negative = inhibition, hits mostly activators; also: potency is read from the fitted curve at half-maximal effect; % of control where 0% means no effect; nearly all actives have a fitted effect of over 60% in size
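Using Huh7 cells stably transfected with Rab9 promoter–luciferase, compounds were incubated 24 h at 37 °C, 5% CO2; luciferase luminescence was read 10 min after reagent addition.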
Menin-MLL TR inh = qHTS Assay for Inhibitors Targeting the Menin-MLL Interaction in MLL Related Leukemias: Competition With Texas Red Labeled MLL-derived Mutant Peptide; actives 0.23% (n = 270,000); Potency, µM (highest dose often 61.6 µM), for inactives: top-dose FP activity change, negative = inhibition, usual class: inhibitors; AID 1768, 2009; Menin + Texas Red MLL mutant peptide, fluorescence polarization; active = well fitted inhibition curve with a large enough effect in the polarisation, with a control signal flat, not every such curve was filed as active; inconclusive = small, poorly fitted or top-dose-only effect, or effect the other way, or a change in a side signal; inactive = no such curve, though single readings can be large or run the other way; the % refers to the polarisation; also: potency is read from the fitted curve at half-maximal effect; % of control where 0% means no effect; many of its hits are not listed in these tables
Target sequence (O00255 whole entry, looked up): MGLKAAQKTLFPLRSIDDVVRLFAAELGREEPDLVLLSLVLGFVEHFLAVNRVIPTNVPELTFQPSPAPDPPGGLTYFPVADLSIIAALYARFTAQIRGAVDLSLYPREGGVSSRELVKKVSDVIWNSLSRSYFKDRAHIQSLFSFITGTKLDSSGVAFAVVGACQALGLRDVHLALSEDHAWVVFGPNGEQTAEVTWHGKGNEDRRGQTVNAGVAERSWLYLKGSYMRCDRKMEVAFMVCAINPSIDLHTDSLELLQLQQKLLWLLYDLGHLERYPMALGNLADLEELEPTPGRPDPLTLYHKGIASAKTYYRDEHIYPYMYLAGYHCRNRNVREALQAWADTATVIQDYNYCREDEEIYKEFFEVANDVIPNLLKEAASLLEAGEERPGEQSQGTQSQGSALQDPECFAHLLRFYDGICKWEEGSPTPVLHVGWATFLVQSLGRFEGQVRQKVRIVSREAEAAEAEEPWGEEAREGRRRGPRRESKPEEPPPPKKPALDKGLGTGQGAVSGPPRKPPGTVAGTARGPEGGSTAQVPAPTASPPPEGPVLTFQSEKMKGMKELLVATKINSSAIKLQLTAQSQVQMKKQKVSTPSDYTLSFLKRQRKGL
ELG1 repair inh = qHTS screen for small molecules that inhibit ELG1-dependent DNA repair in human embryonic kidney (HEK293T) cells expressing luciferase-tagged ELG1; actives 2.3% (n = 330,000); Potency, µM (highest dose often 46.1 µM), for the others: at the highest dose activity change, negative = inhibition, actives largely listed as inhibitors; HEK293T ELG1-luciferase reporter, luminescence, 16 h; DNA damage induced by 5-fluorouridine; also: potency is read from the fitted curve at half-maximal effect; % is scaled to controls: 0 for no effect and ±100 for the full control effect; nearly all actives have a fitted effect of over 55% in size
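Luminescence from the luciferase reporter, measured 30 min after ONE-Glo reagent at room temperature, was the read-out. Beforehand, 2,000 cells per well were exposed for 16 hr at 37 °C to 5-fluorouridine together with compound or vehicle.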
FLuc counter = qHTS profiling assay for firefly luciferase inhibitor/activator using purifed enzyme and Km concentrations of substrates (counterscreen for miR-21 project) | Luciferin 4-monooxygenase (Photinus pyralis), P08659 | purified FLuc, Km substrates, luminescence inhibition | Potency, µM (series often up to 57.5 µM), for inactives: at the top dose activity change, negative = inhibition, most hits filed as inhibitors | actives 6.9% (n = 360,000);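 also: potency is read from the fitted curve at half-maximal effect; plate controls were vehicle for no effect and reference inhibitor for full effect; nearly all actives have a fitted effect of over 55% in size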
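Biochemical qHTS of compounds, final roughly 60 µM downward over six points, against 10 nM purified firefly luciferase using Km concentrations of substrates (10 uM D-luciferin, 10 uM ATP) in Tris acetate pH 7.5 buffer; luminescence output.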
Mito fusion yeast = qHTS Assay for Small Molecule Inhibitors of Mitochondrial Division or Activators of Mitochondrial Fusion | S. cerevisiae fusion-defective mutant growth rescue, CellTiterGlo 48 h | Potency, µM (series often up to 46.1 µM), inactives show at the highest dose growth rescue (activation), actives largely listed as activators | actives 0.23% (n = 320,000) | AID 485298, 2010;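 also: potency is read from the fitted curve at half-maximal effect; % of control where 0% means no effect; nearly all actives have a fitted effect of over 45% in size; temperature-sensitive fusion mutants such as fzo1-1 at 37 °C on non-fermentable ethanol glycerol medium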
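Luminescent cell viability in 1536-well qHTS format served as the measure of rescued growth in ts fusion-mutant S. cerevisiae cultured on non-fermentable YPEG for 48 hours at 37C.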
NPC1 promoter act = qHTS Assay for NPC1 Promoter Activators. Huh7 NPC1 promoter luciferase reporter, 24 h. Potency, µM (titrated, usually from 9.22 µM), for inactives: top-dose activation, actives largely listed as activators. actives 2.4% (n = 320,000);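 also: potency is read from the fitted curve at half-maximal effect; % of control where 0% means no effect; nearly all actives have a fitted effect of over 60% in size; reporter is driven by a mutant NPC1 promoter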
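Huh7 cells stably carrying NPC1 promoter–luciferase, plated in Opti-MEM with 10% FBS for 2 h, were exposed to compound in DMSO for 24 h at 37 °C; luciferase reagent was added for 10 min and luminescence read.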
MBNL1 CUG block = qHTS Assay for Inhibitors of MBNL1-poly(CUG) RNA binding; TR-FRET MBNL1-His/biotin-(CUG)12 binding, 665/545 ratio; Potency, µM (series often up to 57.5 µM), for the others: at the top dose activity change, negative = inhibition, most hits filed as inhibitors; actives 0.036% (n = 280,000); active = well fitted inhibition curve with a large enough effect in the signal ratio, with a control signal flat, not every such curve was filed as active; inconclusive = small, poorly fitted or top-dose-only effect, or effect the other way, or a change in a side signal; inactive = no such curve, though single readings can be large or run the other way; the % refers to the signal ratio; also: potency is read from the fitted curve at half-maximal effect; % is scaled to controls: 0 for no effect and ±100 for the full control effect
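TR-FRET readout: Ex 340 nm, 665/545 nm emission ratio, normalized to buffer-only (basal) and MBNL1-(CUG)12 controls. Complex of MBNL1-His with Biotin-(CUG)12, compounds 92 nM–58 uM, incubated 60 min at room temperature.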
Gal4-VP16 FLuc = VP16 counterscreen qHTS for inhibitors of ROR gamma transcriptional activity | Drosophila S2 Gal4-VP16 UAS-luciferase, luminescence, 20 h | Potency, µM (top dose mostly 53.6 µM), for inactives: at the highest dose activity, negative = inhibition, usual class: inhibitors | actives 3.5% (n = 310,000);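 also: Gal4-VP16 expression switched on by copper sulfate through the metallothionein promoter; potency is read from the fitted curve at half-maximal effect; % is scaled to controls: 0 for no effect and ±100 for the full control effect; nearly all actives have a fitted effect of over 50% in size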
An asterisk follows results filed as active; ? = inconclusive; · = not tested or not shown; [ ] = dose if it differs, or a comment. Unless noted, calls follow the shape of the dose curve; as a rule, active = well fitted curve in the direction sought with a large enough effect; inconclusive = small, poorly fitted or top-dose-only effect, or another doubt; inactive = no such curve, though single readings can be large; an effect the other way counts as inactive or inconclusive. Only part of the results is shown; the hit share may differ from the screen's.

SMILES	PKM2 activator	KCNH2 3.1 block	RORgamma inh	Rab9 promoter act	Menin-MLL TR inh	ELG1 repair inh	FLuc counter	Mito fusion yeast	NPC1 promoter act	MBNL1 CUG block	Gal4-VP16 FLuc
O=[N+]([O-])c1ccc(S(=O)(=O)N2CCN(Cc3ccco3)CC2)cc1	-2%	-10	-26%	1%	1%	6%	0%	-2%	-3%	?	16%
CN(C)C(CNC(=O)c1cccc(S(=O)(=O)Nc2ccccc2Cl)c1)c1ccco1 (stereo unspecified)	·	-5	·	-6%	·	-3%	-2%	-3%	0%	·	·
O=C(NCc1ccccn1)C(=O)Nc1ccccc1	-10%	5	10%	?	23%	?	?	-1%	?	0%	11%
CCCc1cc(-c2n[nH]c(=S)n2Cc2ccccc2)cs1	-2%	10	4.5µM*	-3%	-3%	-3%	-1%	12%	-1%	-4%	?
CCN(CC)Cc1c(O)c(Cl)cc2c(C)c(C)c(=O)oc12	4%	-6	-12%	-1%	-1%	19%	-1%	0%	1%	?	5%
CC(=O)Nc1ccc(NC(=O)COC(=O)c2n[nH]c3ccccc23)cc1	-5%	-3	-3%	9%	-3%	6%	1%	1%	0%	2%	-5%
Cc1cc2cc(CCNC(=O)C3c4ccccc4Oc4ccccc43)c(=O)[nH]c2cc1C	-3%	·	12%	-3%	0%	13%	5%	-3%	-4%	-11%	0%
COc1ccc(CCNC(=O)COC(=O)c2cc(=O)c3ccccc3o2)cc1	·	-3	·	1%	·	11%	3%	-4%	-3%	·	·
Cc1nc(SCC(=O)c2cc3ccccc3oc2=O)c(C#N)c(C)c1C(=O)Nc1ccccc1	1%	·	19%	11%	?	9%	3%	-3%	0%	6%	-14%
CNC(=S)NNC(=O)c1cc(C(C)(C)C)nn1Cc1ccc(F)cc1	-1%	0	?	-6%	·	14%	-2%	2%	-7%	-2%	-19%
CCN(CC(=O)Nc1c(F)cccc1F)C(=O)/C=C/c1c(C)nn(-c2ccc(F)cc2)c1C	·	27	·	-5%	·	-25%	-2%	1%	-5%	·	·
Cc1ccc(-c2nnc(N(C)C(=O)c3ccccn3)s2)cn1	1%	9	16%	3%	5%	?	?	-5%	0%	4%	6%
COc1cccc(C2/C(=C(/O)c3ccncc3)C(=O)C(=O)N2CCCN(C)C)c1 (stereo unspecified)	-10%	·	10%	13%	0%	5%	5%	1%	11%	-5%	-2%
CC(C)(C)OC(=O)NCCCC[C@H](NC(=O)c1nc[nH]c1C(=O)NCc1ccccc1)C(=O)OC(C)(C)C	3%	16	14µM*	2%	?	?	0%	-3%	-2%	19%	?
CC1(C)CCc2nc(SCc3ccccc3)c(C#N)cc2C1	2%	-3	41%	3%	1%	?	?	-2%	2%	-4%	29%
COc1cc(C(=O)Nc2ccc(S(=O)(=O)Nc3cc(C)on3)cc2)cc(OC)c1OC	-1%	28	-21%	-3%	5%	15%	3%	0%	0%	-2%	0%
N#C/C(=C\c1ccc([N+](=O)[O-])o1)C(=O)Nc1ccc(F)cc1	3%	14	?	-9%	47%[activator]	?	-10%	0%	0%	?	?
N#Cc1cc2cc3c(cc2nc1SCC(=O)N1CCOCC1)OCCO3	·	6	2%	?	·	?	-7%	14%	?	12%	-3%
Cc1cc(Br)c2nc3c(c(C(=O)O)c2c1)CCCCC3	-1%	11	?	0%	4%	9%	3%	-2%	-3%	?	-1%
Cc1c(N=N/C(C(=O)Nc2ccccc2)=C(/O)c2ccccc2)c(=O)n(-c2ccccc2)n1C	3%	-24	?	0%	2%	?	1%	?	-5%	17%	3%
Cc1cc(SCc2cccc(C(F)(F)F)c2)nc(=O)[nH]1	·	0	19%	0%	5%	15%	0%	25%	-7%	-2%	-16%
CCOC(=O)C1=C(COC(=O)CNC(=O)c2ccccc2F)NC(=O)NC1C (stereo unspecified)	·	4	·	-1%	·	?	2%	-4%	-2%	·	·
COc1ccc(-c2cc(CCCC(=O)NCCc3ccc(OC)cc3OC)no2)cc1	0%	5	-33%	-3%	?	-19%	?	3%	-2%	-23%	-28%
O=C(NCC1CCCO1)C1CCCCN1S(=O)(=O)c1ccc(F)cc1 (stereo unspecified)	-12%	-6	22%	-3%	11%	-1%	-1%	-4%	-1%	-4%	17%
Cc1ccsc1/C=C/C1=Cc2c(sc(NC(=O)CSc3n[nH]c(N)n3)c2C#N)C(C)(C)C1	22%	-6	3%	-1%	?	?	-5%	3%	-1%	13%	20%
(cont.)
SMILES	PKM2 activator	KCNH2 3.1 block	RORgamma inh	Rab9 promoter act	Menin-MLL TR inh	ELG1 repair inh	FLuc counter	Mito fusion yeast	NPC1 promoter act	MBNL1 CUG block	Gal4-VP16 FLuc
CN(C(=O)C12CC3CC(CC(C3)C1)C2)C1(C)CCS(=O)(=O)C1 (stereo unspecified)	-9%	17	27%	·	3%	·	2%	3%	·	0%	-9%
COC(=O)CSc1ccccc1C(=O)OC	10%	-2	15%	4%	9%	16%	12%	-3%	2%	0%	-8%
Cc1cc(NN)nc2ccc(Cl)cc12	-4%	-2	-29%	-2%	5%	9%	-15%	4%	-2%	·	0%
CCOC(=O)C1CCN(C(=O)c2cc3cc(F)ccc3[nH]2)CC1	·	9	26%	12%	-9%	-7%	?	3%	17%	-2%	-5%
Cc1ccnc(NS(=O)(=O)c2ccc(NS(=O)(=O)c3cc(Cl)ccc3Cl)cc2)n1	-1%	-11	-15%	5%	30%	?	-1%	0%	1%	-8%	4%
O=C(Nc1nc(-c2nc3ccccc3s2)cs1)c1ccc(S(=O)(=O)N2CCOCC2)cc1	-10%	-27	-17%	4.5µM*	-25%	?	?	-3%	3.2µM*	?	?
CCOC(=O)c1[nH]c2c(c1-c1ccccc1)C(=O)CC(c1ccc(Cl)cc1)C2 (stereo unspecified)	1%	-19	-7%	-4%	-11%	?	-21%	-8%	-2%	6%	-23%
Cc1ccc(C(=O)N2CCN(Cc3ccc4c(c3)OCO4)CC2)o1	-1%	2	38%	4%	4%	-3%	1%	3%	-4%	-12%	-4%
CC(C)(/C=N/O)/[N+]([O-])=C/C=[N+](\[O-])C(C)(C)/C=N/O	-4%	2	4%[10 µM]	-3%	0%	6%	0%	4%	7%	14%	-2%
CSCC[C@H](NC(=O)[C@@H]1CSC2c3ccccc3C(=O)N21)C(=O)N1CCC[C@H]1CO (stereo partly specified)	0%	15	-3%	-1%	-12%	2%	2%	1%	-2%	-9%	-9%
COc1ccc(OC)c(/C=C/C(=O)Nc2ccc3c(c2)CCC3)c1	10%	4	?	1%	?	2%	11µM*	?	6%	-1%	-11%
COC(=O)[C@H](CCSC)NC(=O)NC1CCN(Cc2ccccc2)CC1	-4%	4	-16%[10 µM]	-3%	-7%	6%	-7%	1%	5%	-15%	9%
O=C(CSc1nc2ccccc2o1)Nc1nc(-c2ccccc2)c(-c2ccccc2)s1	-9%	-3	-33%	-3%	?	?	1%	11%	0%	11%	?
COc1cc(C(c2c(O)cc(C)[nH]c2=O)c2c(O)cc(C)[nH]c2=O)ccc1O	·	0	-7%	-2%	16%	3%	-1%	-4%	0%	-2%	3%
CCOCCCNC(=O)C(=O)NCCCOCC	4%	-3	-10%	-11%	17%	9%	4%	0%	-3%	-10%	-13%
CCCCNC(=S)Nc1ccc(OC)nc1	-1%	15	10µM*	11%	0%	2%	3%	-16%	-1%	0%	-2%
Cc1sc2ncnc(SCC(=O)c3ccc4c(c3)OCCO4)c2c1-c1ccccc1	-8%	4	-41%	-2%	-18%	10µM*	1%	10%	-4%	·	-3%
Nc1ccc(S(=O)(=O)Nc2nccc(/C=C/c3ccc(Br)s3)n2)cc1	-8%	10	-28%	0%	?	?	-10%	?	0%	5%	-20%

Screening results as filed in PubChem BioAssay.
